SW480 rerep: induces DNA re-replication in SW480 colon adenocarcinoma cells. SW480 DNA re-replication, Hoechst DNA content imaging, 48 h. Potency, µM (top dose mostly 46.1 µM), for inactives: at the highest dose re-replication activation, hits mostly activators. 340,000 tested, 1.8% active. AID 624297; also: potency is read from the fitted curve at half-maximal effect; % of control where 0% means no effect; nearly all actives have a fitted effect of over 55% in size
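Quantitative HTS format with DMSO vehicle controls; 48 hr drug incubation at 37 C, then 40 min Hoechst staining and scanning imager measurement at 405 nm excitation.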
KB-3-1 tox: KB-3-1 parental cell cytotoxicity; KB-3-1 viability, CellTiter-Glo ATP luminescence, 72 h; Potency, µM (series often up to 46.1 µM), for the others: at the highest dose activity change, negative = cytotoxic, actives largely listed as cytotoxic; 400,000 tested, 1.4% active; also: potency is read from the fitted curve at half-maximal effect; % is scaled to controls: 0 for no effect and ±100 for the full control effect; nearly all actives have a fitted effect of over 60% in size
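Parental KB-3-1 adenocarcinoma cells in phenol-red-free DMEM with 10% FBS were pin-treated with compounds at several concentrations, incubated 72 h at 37 °C, and viability read by CellTiter-Glo luminescence; concentration-effect curves were fitted after normalization.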
ATXN2 expr inh: reduces ATXN2 reporter expression in HEK-293 cells; HEK-293 ATXN2-luciferase reporter, luminescence, 24 h; Potency, µM (doses to about 57 µM), inactives show at the highest dose activity change, negative = inhibition, usual class: inhibitors; 360,000 tested, 0.72% active; AID 1745845; also: potency is read from the fitted curve at half-maximal effect; % is scaled to controls: 0 for no effect and ±100 for the full control effect; nearly all actives have a fitted effect of over 55% in size
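ATXN2-luciferase reporter cells (luciferase flanked by upstream and downstream ATXN2 gene portions) were treated 24 h at 37 °C with compounds at up to 57 uM. SteadyGlo luminescence gave expression; GF-AFC fluorescence gave viability.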
HT1080-NT tox: kills 2HG-producing HT-1080-NT fibrosarcoma cells. Potency, µM (titrated, usually from 46.1 µM), for inactives: at the top dose activity, negative = less viability, actives largely listed as cytotoxic. AID 686970. 360,000 tested, 1.6% active. HT-1080-NT fibrosarcoma viability, CellTiter-Glo ATP luminescence, 48 h;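 also: NT is the 2HG producing partner of a matched IDH1 knockdown line; potency is read from the fitted curve at half-maximal effect; 0% = DMSO-treated cells and -100% = media-only wells without cells; nearly all actives have a fitted effect of over 55% in size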
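HT-1080-NT; 750 cells/well; 5% FBS RPMI; 48 h compound, 37 degrees C; CellTiter-Glo luminescence; curve fitting and curve-class assignment.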
WRN helicase inh: inhibitors of human WRN helicase. Potency, µM (doses to about 114 µM), for inactives: at the highest dose activity change, negative = inhibition, hits mostly inhibitors. 360,000 tested, 0.46% active. Q14191. WRN helicase unwinding, fluorescent forked duplex, kinetic; also: potency is read from the fitted curve at half-maximal effect; % is scaled to controls: 0 for no effect and ±100 for the full control effect; nearly all actives have a fitted effect of over 55% in size
Target sequence (Q14191 whole entry, looked up): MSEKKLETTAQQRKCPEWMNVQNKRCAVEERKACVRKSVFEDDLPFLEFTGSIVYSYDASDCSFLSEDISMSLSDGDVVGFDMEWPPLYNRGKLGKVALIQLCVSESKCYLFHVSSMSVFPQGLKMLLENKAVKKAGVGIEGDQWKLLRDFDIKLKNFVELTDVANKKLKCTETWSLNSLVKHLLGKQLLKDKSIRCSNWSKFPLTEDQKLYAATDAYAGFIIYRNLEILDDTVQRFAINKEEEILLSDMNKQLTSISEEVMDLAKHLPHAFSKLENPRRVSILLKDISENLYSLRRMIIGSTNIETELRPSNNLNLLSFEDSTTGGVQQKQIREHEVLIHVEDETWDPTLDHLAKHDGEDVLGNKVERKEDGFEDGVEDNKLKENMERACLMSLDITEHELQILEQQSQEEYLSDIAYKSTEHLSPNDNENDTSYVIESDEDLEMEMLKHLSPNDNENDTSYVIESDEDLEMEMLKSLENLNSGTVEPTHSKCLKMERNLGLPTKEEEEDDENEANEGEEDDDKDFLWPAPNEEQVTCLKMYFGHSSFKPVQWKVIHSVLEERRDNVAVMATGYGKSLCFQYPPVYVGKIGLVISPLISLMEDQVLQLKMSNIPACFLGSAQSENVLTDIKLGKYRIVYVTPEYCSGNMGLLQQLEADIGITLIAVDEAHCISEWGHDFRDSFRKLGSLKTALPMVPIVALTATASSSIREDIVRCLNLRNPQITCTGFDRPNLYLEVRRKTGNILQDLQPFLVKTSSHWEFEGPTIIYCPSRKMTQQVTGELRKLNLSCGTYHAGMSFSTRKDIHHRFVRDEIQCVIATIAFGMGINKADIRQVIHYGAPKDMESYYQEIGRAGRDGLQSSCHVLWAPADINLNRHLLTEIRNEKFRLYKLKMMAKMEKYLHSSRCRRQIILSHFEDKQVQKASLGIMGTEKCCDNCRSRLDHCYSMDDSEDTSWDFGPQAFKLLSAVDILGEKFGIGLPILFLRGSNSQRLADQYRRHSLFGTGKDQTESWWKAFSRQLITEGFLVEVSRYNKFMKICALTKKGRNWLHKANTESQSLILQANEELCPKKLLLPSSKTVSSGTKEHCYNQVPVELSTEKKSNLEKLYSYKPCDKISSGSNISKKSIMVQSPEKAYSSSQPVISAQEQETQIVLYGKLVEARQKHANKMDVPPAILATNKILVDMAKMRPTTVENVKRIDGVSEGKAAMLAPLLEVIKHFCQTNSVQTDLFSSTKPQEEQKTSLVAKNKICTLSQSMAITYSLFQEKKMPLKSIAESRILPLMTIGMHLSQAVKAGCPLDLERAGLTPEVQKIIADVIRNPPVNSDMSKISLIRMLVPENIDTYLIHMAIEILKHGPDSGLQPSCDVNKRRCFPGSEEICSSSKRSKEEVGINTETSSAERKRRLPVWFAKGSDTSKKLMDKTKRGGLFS
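Enzyme (20 nM final) and test compound sit together 15 min at room temperature before substrate addition. Substrate is a single-forked duplex oligonucleotide (100 nM) labelled with fluorophore and quencher, with 2 mM ATP; helicase unwinding raises red fluorescence, read kinetically.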
KB-V1 cytotox: kills drug-selected multidrug resistant KB-V1 cells | AID 1347076 | 400,000 tested, 3.4% active | KB-V1 MDR cells viability, CellTiter-Glo, 72 h | Potency, µM (series often up to 46.1 µM), without a hit: top-dose activity change, negative = cytotoxicity, actives largely listed as cytotoxic; also: potency is read from the fitted curve at half-maximal effect; % is scaled to controls: 0 for no effect and ±100 for the full control effect; nearly all actives have a fitted effect of over 60% in size
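Compound-treated KB-V1 multidrug-resistant cells, 72 h, 37 degrees C; viability by CellTiter-Glo. Fitted qHTS curves give the values.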
HT1080 IDH1KD tx: toxicity to HT-1080 IDH1 knockdown cells (counter line); HT-1080 IDH1 knockdown viability, ATP luminescence, 48 h; Potency, µM (top dose mostly 46.1 µM), inactives show at the top dose activity, negative = toxicity, hits mostly cytotoxic; 360,000 tested, 2% active; AID 686971;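 also: potency is read from the fitted curve at half-maximal effect; 0% = DMSO wells and -100% = cell-free medium wells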
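After a 2 h attachment period, IDH1KD HT-1080 cells took pin-transferred compound for 48 h at 37 °C; ATP-based luminescence after 10 min room-temperature reagent incubation reported viability.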
IL1B secr inh: inhibitors of inflammasome signaling (IL-1 beta secretion) | 360,000 tested, 4.7% active | AID 743279 | activity change, % at 57.5 µM | THP-1 LPS/ATP IL-1B secretion, AlphaLISA, 16 h; stronger effect = lower value; in the data active = activity change below about -50%; inconclusive = mostly about -30% to -49%; also: % is scaled to controls: 0 for no effect and ±100 for the full control effect
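Secreted IL-1B measured by AlphaLISA bead assay after 16 h compound exposure of THP-1 cells; compounds (final up to 57.5 uM) added 1 h before LPS (250 ng/mL) and ATP (1.25 mM) stimulation; lower signal means less secretion.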
MCF10A rereplic: inducers of DNA re-replication in MCF 10A breast cells; MCF 10A DNA re-replication, Hoechst nuclear intensity, 48 h; Potency, µM (series often up to 46.1 µM), without a hit: at the highest dose activity, positive = re-replication, usual class: activators; 350,000 tested, 2.9% active; also: potency is read from the fitted curve at half-maximal effect; % of control where 0% means no effect; nearly all actives have a fitted effect of over 50% in size
An asterisk follows results filed as active; [ ] = remark or other dose. Unless noted, calls follow the shape of the dose curve; as a rule, active = well fitted curve in the direction sought with a large enough effect; inconclusive = small, poorly fitted or top-dose-only effect, or another doubt; inactive = no such curve, though single readings can be large; an effect the other way counts as inactive or inconclusive.

Results for CC(NC(=O)c1cccnc1)c1ccc2c(c1)OCO2 (stereo unspecified) ?
SW480 rerep: -1%; KB-3-1 tox: -2%; ATXN2 expr inh: -5%; HT1080-NT tox: 4%; WRN helicase inh: -3%; KB-V1 cytotox: -22%; HT1080 IDH1KD tx: 0%; IL1B secr inh: 14; MCF10A rereplic: -5%

How did O=C(Nc1cccc(Cl)c1)C1C2C=CC3(O2)C1C(=O)N(CCN1CCCCC1)C3C(=O)NC1CCCCC1 (stereo unspecified) do in these assays?
SW480 rerep: 0%; KB-3-1 tox: -1%; ATXN2 expr inh: -17%; HT1080-NT tox: -23%; WRN helicase inh: 4%; KB-V1 cytotox: 0%; HT1080 IDH1KD tx: -15%; IL1B secr inh: -25; MCF10A rereplic: -5%

What do the screens show for `O=C(CSc1ccccc1)NCCSCc1ccccc1`?
SW480 rerep: 8%; KB-3-1 tox: 0%; ATXN2 expr inh: 10%; HT1080-NT tox: 2%; WRN helicase inh: -6%; KB-V1 cytotox: inconclusive; HT1080 IDH1KD tx: -3%; IL1B secr inh: 14; MCF10A rereplic: -13%

What do the screens show for `Cc1ccc(/C=C(\C#N)c2nn(-c3ccccc3)c(N)c2C#N)cc1`?
SW480 rerep: -16%; KB-3-1 tox: -11%; ATXN2 expr inh: 6%; HT1080-NT tox: -6%; WRN helicase inh: -16%; KB-V1 cytotox: 21µM*; HT1080 IDH1KD tx: -10%; IL1B secr inh: inconclusive; MCF10A rereplic: inconclusive

What do the screens show for `CC1CCCCC1NC(=O)c1cccc(S(=O)(=O)N2CCN(Cc3ccccc3)CC2)c1` (stereo unspecified)?
SW480 rerep: 6%; KB-3-1 tox: 0%; ATXN2 expr inh: -21%; HT1080-NT tox: -2%; WRN helicase inh: 2%; KB-V1 cytotox: inconclusive; HT1080 IDH1KD tx: -12%; IL1B secr inh: 3; MCF10A rereplic: 9%

How did CCOc1cc(-c2sc(Nc3ccccc3)n[n+]2-c2ccc(F)cc2)ccc1OC do in these assays?
SW480 rerep: 10%; KB-3-1 tox: inconclusive; ATXN2 expr inh: 6%; HT1080-NT tox: -1%; WRN helicase inh: -8%; KB-V1 cytotox: 8%; HT1080 IDH1KD tx: -1%; IL1B secr inh: -4; MCF10A rereplic: -9%

How did COC(c1ccccc1)c1nnc(CCC(=O)NCc2cccc(-n3cccn3)c2)o1 (stereo unspecified) do in these assays?
SW480 rerep: -4%; KB-3-1 tox: -3%; ATXN2 expr inh: -5%; HT1080-NT tox: 9%; WRN helicase inh: -1%; KB-V1 cytotox: -8%; HT1080 IDH1KD tx: 21%; IL1B secr inh: 28; MCF10A rereplic: 4%

How did O=C(NC1CCCC1)c1nc2c(nnn2Cc2cccc(Cl)c2)c(=O)[nH]1 do in these assays?
SW480 rerep: -3%; KB-3-1 tox: inconclusive; ATXN2 expr inh: 1%; HT1080-NT tox: 5%; WRN helicase inh: 3%; KB-V1 cytotox: -17%; HT1080 IDH1KD tx: -15%; IL1B secr inh: 35; MCF10A rereplic: 3%

How did O=S(=O)(Nc1ccccc1)c1cccc2nsnc12 do in these assays?
SW480 rerep: -2%; KB-3-1 tox: 3%; ATXN2 expr inh: 13%; HT1080-NT tox: 6%; WRN helicase inh: 2%[11.6 µM]; KB-V1 cytotox: -6%; HT1080 IDH1KD tx: -6%; IL1B secr inh: 19; MCF10A rereplic: -2%

What do the screens show for `NC(=O)CN1CCCN(S(=O)(=O)c2ccc(Br)cc2)CC1`?
SW480 rerep: -4%; KB-3-1 tox: 4%; ATXN2 expr inh: 1%; HT1080-NT tox: 12%; WRN helicase inh: 3%; KB-V1 cytotox: 11%; HT1080 IDH1KD tx: 10%; IL1B secr inh: -8; MCF10A rereplic: 21%

What do the screens show for `COc1ccc(-c2c(C(F)(F)F)[nH]n3c(=O)cc(-c4ccccc4)nc23)cc1`?
SW480 rerep: 29µM*; KB-3-1 tox: 1%; ATXN2 expr inh: -4%; HT1080-NT tox: 4%; WRN helicase inh: -8%; KB-V1 cytotox: inconclusive; HT1080 IDH1KD tx: inconclusive; MCF10A rereplic: 2.6µM*

How did Cc1ccccc1N(CC(=O)NC1CCCCC1)C(=O)c1csnn1 do in these assays?
SW480 rerep: -6%; KB-3-1 tox: 3%; ATXN2 expr inh: 14%; HT1080-NT tox: 2%; WRN helicase inh: -5%; KB-V1 cytotox: inconclusive; HT1080 IDH1KD tx: 14%; IL1B secr inh: 5; MCF10A rereplic: inconclusive

What do the screens show for `CCN(CC)CCNc1cccc2sc3ccccc3c(=O)c12`?
KB-3-1 tox: -14%; HT1080-NT tox: -3%; WRN helicase inh: -1%; KB-V1 cytotox: inconclusive; HT1080 IDH1KD tx: -14%; IL1B secr inh: 0

How did CC(C)(C)c1cc[n+](C2=C([O-])c3ccccc3C(=O)/C2=N\S(=O)(=O)c2ccccc2)cc1 do in these assays?
SW480 rerep: inconclusive; KB-3-1 tox: 1%; ATXN2 expr inh: inconclusive; HT1080-NT tox: inconclusive; WRN helicase inh: -1%; KB-V1 cytotox: 1%; HT1080 IDH1KD tx: 21µM*; MCF10A rereplic: 5%

Results for Cn1cc2ccc([N+](=O)[O-])cc2n1 ?
SW480 rerep: -2%; KB-3-1 tox: 4%; HT1080-NT tox: -9%; WRN helicase inh: 2%; KB-V1 cytotox: 25%; HT1080 IDH1KD tx: 1%; IL1B secr inh: 46; MCF10A rereplic: -5%

Results for COc1cccc(C(=O)N2CCN(C(=O)C3CC3)CC2)c1 ?
SW480 rerep: -28%; KB-3-1 tox: 0%; ATXN2 expr inh: 2%; HT1080-NT tox: 12%; WRN helicase inh: 14%; KB-V1 cytotox: 23%; HT1080 IDH1KD tx: 6%; IL1B secr inh: 19; MCF10A rereplic: -17%

Results for CCOC(=O)c1cccc(NC(=O)C2CCN(c3ncnc4c3nc3n4CCCCC3)CC2)c1 ?
SW480 rerep: -3%; KB-3-1 tox: -2%; HT1080-NT tox: -4%; WRN helicase inh: -6%; KB-V1 cytotox: 8%; HT1080 IDH1KD tx: 0%; IL1B secr inh: -5; MCF10A rereplic: 1%

What do the screens show for `Cc1cc(C)nc(NS(=O)(=O)c2ccc(NC(=O)CSc3ncn[nH]3)cc2)n1`?
SW480 rerep: -4%; KB-3-1 tox: 3%; ATXN2 expr inh: -30%[11.3 µM]; HT1080-NT tox: 14%; WRN helicase inh: -32%; KB-V1 cytotox: 6%; HT1080 IDH1KD tx: inconclusive; IL1B secr inh: 8; MCF10A rereplic: -3%

Results for Cc1ccc(NC(=O)N2CCN(C)CC2)cc1NC(=O)N1CCN(C)CC1 ?
SW480 rerep: inconclusive; KB-3-1 tox: 3%; ATXN2 expr inh: 32%[activator]; HT1080-NT tox: 18%; WRN helicase inh: -1%; KB-V1 cytotox: 4%; HT1080 IDH1KD tx: 13%; IL1B secr inh: -2; MCF10A rereplic: 1%

Results for CCCCN(C(=O)Cn1ncc(Cl)c(Cl)c1=O)c1c(N)n(CC(C)C)c(=O)[nH]c1=O ?
SW480 rerep: inconclusive; KB-3-1 tox: 18%; ATXN2 expr inh: inconclusive; HT1080-NT tox: inconclusive; WRN helicase inh: -34%; KB-V1 cytotox: 12%; HT1080 IDH1KD tx: inconclusive; IL1B secr inh: -26; MCF10A rereplic: inconclusive

Structural class, those above containing an aryl thioether with sulfur outside any ring.
What do the screens show for `O=C(CSc1ccccc1)NCCSCc1ccccc1`?
SW480 rerep: 8%; KB-3-1 tox: 0%; ATXN2 expr inh: 10%; HT1080-NT tox: 2%; WRN helicase inh: -6%; KB-V1 cytotox: inconclusive; HT1080 IDH1KD tx: -3%; IL1B secr inh: 14; MCF10A rereplic: -13%

What do the screens show for `Cc1cc(C)nc(NS(=O)(=O)c2ccc(NC(=O)CSc3ncn[nH]3)cc2)n1`?
SW480 rerep: -4%; KB-3-1 tox: 3%; ATXN2 expr inh: -30%[11.3 µM]; HT1080-NT tox: 14%; WRN helicase inh: -32%; KB-V1 cytotox: 6%; HT1080 IDH1KD tx: inconclusive; IL1B secr inh: 8; MCF10A rereplic: -3%

(continued)
Results for COc1ccc(CN2C(=O)c3ccccc3C2=O)cc1C(=O)Nc1ccccc1N1CCOCC1 ?
SW480 rerep: -1%; KB-3-1 tox: -12%; ATXN2 expr inh: 1%; HT1080-NT tox: -9%; WRN helicase inh: -30%; KB-V1 cytotox: inconclusive; HT1080 IDH1KD tx: -12%; IL1B secr inh: 77; MCF10A rereplic: -1%

Results for CCn1c(SCC(=O)N2CCC(C)CC2)nnc1-c1ccc(S(=O)(=O)N2CCN(C)CC2)cc1 ?
SW480 rerep: -6%; KB-3-1 tox: -1%; HT1080-NT tox: 14%; WRN helicase inh: 0%; KB-V1 cytotox: 7%; HT1080 IDH1KD tx: 4%; IL1B secr inh: 11; MCF10A rereplic: -3%

Results for O=C(COc1ccccc1Cl)NCCNC(=O)c1cccnc1 ?
SW480 rerep: -5%; KB-3-1 tox: 1%; ATXN2 expr inh: 0%; HT1080-NT tox: 16%; WRN helicase inh: 5%; KB-V1 cytotox: 23%; HT1080 IDH1KD tx: 22%; IL1B secr inh: -4; MCF10A rereplic: 1%

How did CC1CCc2sc(C(=O)Nc3ccc(C(N)=O)cc3)cc2C1 (stereo unspecified) do in these assays?
SW480 rerep: 5%; KB-3-1 tox: 9%; ATXN2 expr inh: 78%[activator]; HT1080-NT tox: -2%; WRN helicase inh: -5%; KB-V1 cytotox: -17%; HT1080 IDH1KD tx: -2%; IL1B secr inh: -70*; MCF10A rereplic: 2%

Screening results from PubChem.

No enrichment for hits; any-hit rate near 12%.
